# From PubChem
# U2OS ROS induce: cancer cell ROS induction; U2OS ROS induction, H2DCF-DA fluorescence; ROS induction (% of piperlongumine), % at 10 µM; AID 624156; hit rate 2% among 46,000; in the data active = ROS induction above about 79%, passing the limit was not always enough;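 also: 0% = DMSO vehicle median and 100% = reference compound median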
# * marks the source's active call; other numbers are inactive results. An excerpt; count on the stated rates, not on these rows.
SMILES,U2OS ROS induce
COc1ccc(S(=O)(=O)N(C)C[C@@H]2Oc3ccc(NS(=O)(=O)c4ccc(Cl)cc4)cc3C(=O)N([C@@H](C)CO)C[C@@H]2C)cc1,4.9
CCN1C(=O)c2cccc3c(NC(=S)NC(=O)c4ccccc4)ccc1c23,41.8
COc1ccc(-n2c(SCC(=O)c3ccccc3)nnc2-c2ccncc2)cc1,16.0
O=C1C(C=NCCN2CCOCC2)=C(O)c2ccccc21,3.0
COc1ccc(S(=O)(=O)N(C)CC(=O)NC2CCCCC2)cc1C,-4.0
Cc1cc([N+](=O)[O-])ccc1NC(=O)CSc1nnnn1-c1ccccc1,-0.1
C[C@@H]1CN([C@@H](C)CO)C(=O)c2cccc(NS(=O)(=O)c3ccc(F)cc3)c2O[C@H]1CN(C)C(=O)NC1CCCCC1,-4.0
C[C@H](CO)N1C[C@H](C)[C@H](CN(C)C(=O)Nc2ccc(C(F)(F)F)cc2)Oc2ccc(NC(=O)NC3CCCCC3)cc2CC1=O,3.9
COc1ccc(S(=O)(=O)N(C)CC(=O)Nc2c(F)cccc2F)cc1,-1.2
CN(C)N1C(=O)c2cccc3cccc(c23)C1=O,-9.7
C[C@@H]1CN([C@@H](C)CO)C(=O)c2cc(NC(=O)Nc3ccc(C(F)(F)F)cc3)ccc2O[C@H]1CN(C)Cc1ccc(C(F)(F)F)cc1,17.9
O=c1sc2ccccc2n1Cc1nnc(SCc2ccccn2)n1-c1cccc(Cl)c1,6.6
C[C@@H]1CN([C@@H](C)CO)C(=O)c2cc(NC(=O)Cn3cnnn3)ccc2O[C@H]1CN(C)S(C)(=O)=O,-4.1
C=CCn1c(SCc2ccccc2)nnc1-c1ccc2ncccc2c1,6.7
N/C(CS(=O)(=O)Cc1cccc(C(F)(F)F)c1)=N\O,-4.1
C[C@@H]1CN([C@@H](C)CO)C(=O)Cc2cc(NS(=O)(=O)c3ccc(Cl)cc3)ccc2O[C@@H]1CN(C)Cc1ccc(C(=O)O)cc1,2.6
Cc1ccc(S(=O)(=O)N(C)C[C@@H]2Oc3ccc(NS(=O)(=O)c4ccc(Cl)cc4)cc3CC(=O)N([C@H](C)CO)C[C@@H]2C)cc1,6.1
CSc1cccc(NC(=O)c2cnn3ccccc23)c1,4.6
COc1ccc(S(=O)(=O)Nc2ccc3c(c2)C(=O)N([C@H](C)CO)C[C@H](C)[C@@H](CN(C)S(=O)(=O)c2cccs2)O3)cc1,6.1
COC(=O)c1ccccc1NC(=O)c1nc2nc(C)cc(C(F)F)n2n1,32.2

# Retrieved by compound from above, two records:
SMILES,U2OS ROS induce
COc1ccc(S(=O)(=O)N(C)CC(=O)NC2CCCCC2)cc1C,-4.0
C[C@@H]1CN([C@@H](C)CO)C(=O)c2cc(NC(=O)Cn3cnnn3)ccc2O[C@H]1CN(C)S(C)(=O)=O,-4.1

# Next results
SMILES,U2OS ROS induce
C[C@H](CO)N1C[C@H](C)[C@H](CN(C)C(=O)Nc2cccc3ccccc23)Oc2c(NC(=O)Nc3cccc4ccccc34)cccc2C1=O,9.5
CCc1ccc[n+](OC(=O)N(CC)CC)c1,10.5
C[C@@H]1CCCCO[C@H](CN(C)C(=O)NC2CCCCC2)[C@@H](C)CN([C@H](C)CO)C(=O)c2cc(NS(=O)(=O)c3ccc(F)cc3)ccc2O1,18.1
COc1ccc(CN(C)C[C@@H]2Oc3c(NC(=O)c4ccncc4)cccc3C(=O)N([C@H](C)CO)C[C@H]2C)cc1,11.2
CCCN(CCC)C(=O)c1ccc(CNS(=O)(=O)c2ccc(F)cc2)cc1,-13.4
COc1ccc(NC(=O)N(C)C[C@@H]2Oc3ccc(NC(=O)C4CC4)cc3CC(=O)N([C@H](C)CO)C[C@@H]2C)cc1,2.9
COc1ccc(NC(=O)Nc2ccc3c(c2)C(=O)N([C@H](C)CO)C[C@H](C)[C@H](CN(C)C(=O)Nc2c(C)noc2C)OCCCC[C@@H](C)O3)cc1,11.5
C[C@@H]1CN([C@H](C)CO)C(=O)Cc2cc(NC(=O)CCN3CCOCC3)ccc2O[C@@H]1CN(C)C(=O)NC1CCCCC1,-0.9
Cc1ccc(S(=O)(=O)N2CCCC2C(=O)NCc2ccco2)cc1 (centres undefined),-12.7
Cc1ccc(S(=O)(=O)Nc2ccc3c(c2)C(=O)N([C@H](C)CO)C[C@@H](C)[C@H](CN(C)Cc2ccc(-c4ccccc4)cc2)O3)cc1,33.0
Cc1ccc(C(=O)Nc2ccccc2)c(C)n1,-2.9
Cc1noc(C)c1NC(=O)N(C)C[C@H]1OCCCC[C@@H](C)Oc2ccc(N(C)C)cc2C(=O)N([C@H](C)CO)C[C@@H]1C,65.5
COc1ccc(S(=O)(=O)Nc2cccc3c2O[C@@H](CN(C)Cc2ccccc2)[C@H](C)CN([C@@H](C)CO)C3=O)cc1,-6.0
Cc1ccc(N(C(C)C(N)=O)S(C)(=O)=O)cc1C (centres undefined),-4.0
CCc1cc(C(=O)OC)c(NC(=O)CC2Nc3cccc4cccc(c34)NC2=O)s1 (centres undefined),7.1
Cc1c(N(C)CS(=O)(=O)O)c(=O)n(-c2ccccc2)n1C,-4.5
CC(=O)Nc1ccc(NC(=O)CN(C)S(=O)(=O)c2ccc3nc(C)sc3c2)cc1,2.2
COc1ccc(NC(=O)Nc2ccc3c(c2)C(=O)N([C@H](C)CO)C[C@H](C)[C@H](CN(C)S(=O)(=O)c2cn(C)cn2)OCCCC[C@@H](C)O3)cc1,2.8
COc1ccc(CN(C)C[C@@H]2Oc3ccc(NC(=O)Nc4cccc5ccccc45)cc3C(=O)N([C@H](C)CO)C[C@H]2C)cc1,3.8
C[C@@H]1CN([C@H](C)CO)C(=O)c2cccc(NC(=O)Nc3ccc4c(c3)OCO4)c2O[C@@H]1CN(C)C(=O)Nc1ccc2c(c1)OCO2,3.8
Cc1ccc(CN(C)C[C@H]2OCc3cn(nn3)CCCC(=O)N([C@@H](C)CO)C[C@@H]2C)cc1,-0.9
N#CCN(CC#N)C(=O)c1ccco1,-7.1
COC(=O)C(NC(=O)Cc1c(C)nc2c(-c3ccccc3)c(C)nn2c1C)C(C)C (centres undefined),9.6
C[C@H](CO)N1C[C@H](C)[C@H](CN(C)Cc2ccncc2)Oc2ccc(NC(=O)Nc3ccccc3)cc2C1=O,4.4
CC(C)NC(=O)Nc1cccc2c1O[C@H](CN(C)C(=O)NC1CCCCC1)[C@H](C)CN([C@@H](C)CO)C2=O,-1.6
O=C(O)C1C2C=CC(C2)C1C(=O)Nc1cccc([N+](=O)[O-])c1 (centres undefined),-3.4
CCOC(=O)c1ccc2c(c1)N(C)C(=O)c1ccccc1S2,-1.4
Cc1ccc(S(=O)(=O)N(C)C[C@H]2Oc3c(NC(=O)C4CCOCC4)cccc3C(=O)N([C@@H](C)CO)C[C@H]2C)cc1,3.2
C[C@@H]1CN([C@@H](C)CO)C(=O)c2cccc(NC(=O)c3ccc(-c4nccs4)cc3)c2O[C@H]1CN(C)Cc1ccccc1,31.4
O=C(NCc1cccnc1)C1CC(=O)N(c2ccc(Cl)cc2)C1 (centres undefined),-10.6
C[C@@H]1CN([C@H](C)CO)C(=O)c2cc(NC(=O)CCC(F)(F)F)ccc2O[C@H]1CN(C)Cc1ccc2c(c1)OCO2,-16.3
C[C@@H]1CN([C@H](C)CO)C(=O)c2cc(NC(=O)Nc3ccccc3)ccc2O[C@@H]1CN(C)Cc1ccc(Cl)c(Cl)c1,3.7
Cc1ccc(S(=O)(=O)Nc2cccc3c2O[C@H](CN(C)S(=O)(=O)c2ccc(F)cc2)[C@@H](C)CN([C@H](C)CO)C3=O)cc1,-8.6
C[C@H]1CN([C@@H](C)CO)C(=O)c2cccc(N(C)C)c2O[C@H]1CN(C)C,-12.1
COc1ccc(NC(=O)Nc2ccc3c(c2)C(=O)N([C@@H](C)CO)C[C@H](C)[C@@H](CN(C)Cc2ccccc2)O3)cc1,13.6
COC(=O)c1cc(OC)c(OC)cc1NC(=O)COc1ccc(C(C)(C)C)cc1Br,19.9
COc1ccc(S(=O)(=O)Nc2ccc3c(c2)C(=O)N([C@@H](C)CO)C[C@H](C)[C@@H](CN(C)C(=O)Nc2c(C)noc2C)O3)cc1,-5.8
Cc1ccc(-c2csc3nnc(SCC(=O)Nc4nsc(-c5ccccc5)n4)n23)cc1,-8.7
Cc1noc(C)c1NC(=O)Nc1cccc2c1O[C@@H](CN(C)Cc1ccncc1)[C@@H](C)CN([C@H](C)CO)C2=O,-0.3
CCn1nc(C)c(NC(=S)NCc2ccco2)c1C,-18.5
O=C(c1cccc2ccccc12)N1CCc2ccccc21,9.2
Cc1ccc(S(=O)(=O)N(C)C[C@H]2Oc3ccc(NC(=O)Nc4cccc5ccccc45)cc3C(=O)N([C@@H](C)CO)C[C@@H]2C)cc1,44.9
COc1ccc(S(=O)(=O)N(C)CC(=O)NC2CCCC2)cc1Cl,19.0
O=c1cc(-c2ccc3ccccc3c2)[nH][nH]1,-2.3
CC1OC(OC2C(OC3C(O[C@H]4CC[C@@]5(C)C(CC[C@]6(C)C5CC=C5C7CC(C)(C)CC(O)[C@]7(C)CC[C@]56C)C4(C)C)OC(C(=O)O)C(O)C3O)OCC(O)C2O)C(O)C(O)C1O (some centres undefined),21.9
O=C(O)CCCCCCC(=O)N/N=C/c1ccccn1,2.5
C[C@@H]1CN([C@@H](C)CO)C(=O)Cc2cc(NC(=O)NC3CCCCC3)ccc2O[C@@H]1CN(C)Cc1ccc(C(F)(F)F)cc1,16.0
CCN(CC(=O)Nc1ccccc1)S(=O)(=O)c1ccc(Cl)cc1,-2.7
C[C@H](CO)N1C[C@H](C)[C@H](CN(C)Cc2ccc(C(=O)Nc3ccccc3N)cc2)Oc2ccc(NS(=O)(=O)c3ccc(F)cc3)cc2C1=O,10.5
C[C@@H]1CN([C@H](C)CO)C(=O)c2cc(NC(=O)Cn3cnnn3)ccc2O[C@H]1CN(C)Cc1ccccc1,72.8
C[C@H]1CN([C@@H](C)CO)C(=O)Cc2cc(NC(=O)Cn3cnnn3)ccc2O[C@@H]1CN(C)S(C)(=O)=O,22.0
C[C@H](CO)N1C[C@H](C)[C@H](CN(C)S(C)(=O)=O)Oc2c(NC(=O)NC3CCCCC3)cccc2C1=O,-6.5
COc1ccc(NC(=O)Nc2ccc3c(c2)CC(=O)N([C@H](C)CO)C[C@H](C)[C@H](CN(C)C(=O)Nc2ccc(F)cc2)O3)cc1,-2.9
C[C@H]1CN([C@@H](C)CO)C(=O)c2cc(NC(=O)C3CCCCC3)ccc2O[C@@H]1CN(C)S(=O)(=O)c1ccc(Cl)cc1,-2.6
C=C1C(O)CC2C(C(=O)OC)=CO[C@@H](O[C@@H]3O[C@H](CO)[C@@H](O)[C@H](O)[C@H]3O)C12 (some centres undefined),22.5
COc1ccc(CN(C)C[C@H]2Oc3ccc(NS(C)(=O)=O)cc3C(=O)N([C@@H](C)CO)C[C@H]2C)cc1,-2.0
C[C@@H]1CCCCO[C@H](CN(C)C(=O)Cc2ccccc2)[C@@H](C)CN([C@H](C)CO)C(=O)c2cc(N(C)C)ccc2O1,3.4
Cc1ccc(S(=O)(=O)/N=C(/c2ccccc2)N(C)c2ccc(O)cc2)cc1,-5.9
CCOC(=O)c1nc2ccccc2c(=O)n1/N=C/c1cc(Cl)cc(Cl)c1O,-4.8
CC(/C=N/N1CCN(c2ccccc2)CC1)=C\c1ccco1,-3.2

# Among those listed so far, 10 have a Cl atom.
SMILES,U2OS ROS induce
COc1ccc(S(=O)(=O)N(C)C[C@@H]2Oc3ccc(NS(=O)(=O)c4ccc(Cl)cc4)cc3C(=O)N([C@@H](C)CO)C[C@@H]2C)cc1,4.9
O=c1sc2ccccc2n1Cc1nnc(SCc2ccccn2)n1-c1cccc(Cl)c1,6.6
C[C@@H]1CN([C@@H](C)CO)C(=O)Cc2cc(NS(=O)(=O)c3ccc(Cl)cc3)ccc2O[C@@H]1CN(C)Cc1ccc(C(=O)O)cc1,2.6
Cc1ccc(S(=O)(=O)N(C)C[C@@H]2Oc3ccc(NS(=O)(=O)c4ccc(Cl)cc4)cc3CC(=O)N([C@H](C)CO)C[C@@H]2C)cc1,6.1
O=C(NCc1cccnc1)C1CC(=O)N(c2ccc(Cl)cc2)C1 (centres undefined),-10.6
C[C@@H]1CN([C@H](C)CO)C(=O)c2cc(NC(=O)Nc3ccccc3)ccc2O[C@@H]1CN(C)Cc1ccc(Cl)c(Cl)c1,3.7
COc1ccc(S(=O)(=O)N(C)CC(=O)NC2CCCC2)cc1Cl,19.0
CCN(CC(=O)Nc1ccccc1)S(=O)(=O)c1ccc(Cl)cc1,-2.7
C[C@H]1CN([C@@H](C)CO)C(=O)c2cc(NC(=O)C3CCCCC3)ccc2O[C@@H]1CN(C)S(=O)(=O)c1ccc(Cl)cc1,-2.6
CCOC(=O)c1nc2ccccc2c(=O)n1/N=C/c1cc(Cl)cc(Cl)c1O,-4.8

# Further records
SMILES,U2OS ROS induce
C[C@H]1CN([C@@H](C)CO)C(=O)Cc2cc(NC(=O)Nc3ccccc3)ccc2O[C@H]1CN(C)Cc1ccc(Oc2ccccc2)cc1,24.4
C[C@H]1CN([C@@H](C)CO)C(=O)CCCn2nncc2CO[C@@H]1CN(C)C(=O)Nc1ccc2c(c1)OCO2,2.3
CCOC(=O)c1ccc(S(=O)(=O)N(C)C)cc1,4.7
CC1(C)OC(=O)C(=Cc2ccoc2)C(=O)O1,30.7
Cc1ccc(S(=O)(=O)CCC(=O)Nc2ccc(Cl)cc2)cc1,-8.4
Cc1noc(C)c1NC(=O)N(C)C[C@@H]1Oc2c(NS(=O)(=O)c3ccccc3)cccc2C(=O)N([C@H](C)CO)C[C@H]1C,-4.3
COc1ccccc1NC(=O)CSC1=NC(c2ccccc2)CC(=O)N1 (centres undefined),-25.9
C[C@H]1CN([C@@H](C)CO)C(=O)Cc2cc(NC(=O)Cc3cn(C)c4ccccc34)ccc2O[C@@H]1CN(C)S(=O)(=O)c1ccccc1,40.5
COc1ccc(-c2nnc(SCc3ccc(F)cc3)n2-c2ccccc2)cc1,27.1
O=C(CSc1nc2ncccc2[nH]1)Nc1ccccc1Cl,0.2
c1ccc(-n2nnnc2CSc2nnnn2-c2ccccc2)cc1,15.5
C[C@@H]1CN([C@H](C)CO)C(=O)c2cc(NC(=O)CCN3CCOCC3)ccc2O[C@H]1CN(C)Cc1ccncc1,-5.8
C[C@H](CO)N1C[C@H](C)[C@H](CN(C)Cc2ccc(-c3ccccc3)cc2)Oc2c(NC(=O)Nc3ccc(F)cc3)cccc2C1=O,15.7
